Bioassay records: PubChem, National Center for Advancing Translational Sciences (NCATS)
BRCA1 expr act: qHTS Assay to Identify Small Molecule Activators of BRCA1 Expression. Potency, µM (doses to about 46.1 µM), inactives show top-dose activation, usual class: activators. MCF7-BRCA1-FFLuc reporter, luminescence, 48 h; response scale: scaled: vehicle 0%, 10 µM genistein 100%. actives 1.1% (n = 380,000); active = well fitted activation curve with a large enough effect; inconclusive = small, poorly fitted or top-dose-only effect; inactive = no such curve, though single readings can be large or run the other way; also: nearly all actives have a fitted effect of over 80% in size; some results filed as inactive show a strong effect at the top dose
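Compounds are tested at multiple concentrations on MCF7 BRCA1-luciferase reporter cells seeded at 2000 per well; after 48 h, a single luminescence end-point is taken and curves fitted to the normalized data.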
Numbers without * were called inactive; ? = inconclusive. Potency is read from the fitted curve at half-maximal effect.

SMILES | BRCA1 expr act
O=C(NC(c1ccc(Cl)cc1)c1cnccn1)C1CCN(Cc2cccc(C(F)(F)F)c2)CC1 (stereo not drawn) | -9%
COCCn1c(SCC(=O)Nc2cc(C)on2)nc2c([nH]c3ccccc32)c1=O | -24%
O=C(Nc1cccc2cccnc12)OC(Cl)(Cl)Cl | 4%
CCC(C)c1ccc(O)c(NC(=S)NC(=O)c2cccs2)c1 (stereo not drawn) | ?
COc1ccc(CCCNC(=O)C2Cc3c(-c4cccc(NC(C)=O)c4)ccnc3O2)cc1 (stereo not drawn) | -52%
COc1ccc(NC(=O)[C@@H]2O[C@H](CO)[C@H](O)[C@H](O)[C@H]2O)cc1F | -7%
C[C@H](CO)N1C[C@H](C)[C@H](CN(C)S(=O)(=O)c2ccc(F)cc2)Oc2ncc(Br)cc2C1=O | 10%
COc1ccccc1Cc1c(C(C)(C)C)nc2c3ccccc3ccn12 | -63%
CC(=O)Nc1ccc(-c2ccnc3c2CC(C(=O)Nc2cccc(Oc4ccccc4)c2)O3)cc1 (stereo not drawn) | -65%
COc1ccc(Cl)cc1Cn1c(C)c(C(=O)NCc2cccc(Cl)c2)sc1=O | -24%
CSc1ccc(/C=C2\C=Cc3ccccc32)cc1 | 0%
CC1(C(=O)Nc2cccc3cccnc23)CCN1Cc1cccc2c1OCO2 (stereo not drawn) | -59%
COc1ccc(-c2ccc(C(=O)NC3CCCCC3)c3occc23)c(C)c1 | 66%
C#CCN(C[C@@H]1[C@@H](OC(=O)NCc2ccccc2F)[C@@H](OC(=O)NCc2ccccc2F)Cn2c(=O)ccc(=O)n21)S(=O)(=O)c1ccc(C)cc1 | -75%
CC1(C(=O)NS(=O)(=O)c2ccccc2)CCN1C(=O)CC(c1ccccc1)c1ccccc1 (stereo not drawn) | 18%
Cn1cnc2c(NCc3ccccc3)nc(Cl)nc21 | -1%
Cc1nc(-c2ccccc2)sc1C(=O)NS(=O)(=O)c1ccc(CN2CCN(c3ccccc3)CC2)cc1 | 0%
CCCC(=O)N1CCCC(c2cc(C(=O)NCc3ccc(F)cc3)no2)C1 (stereo not drawn) | 13%
CC(=O)NC(c1cccc(F)c1)c1nc(-c2cc3ccccc3o2)cs1 (stereo not drawn) | -37%
COc1ccc(C(=O)c2[nH]c(N)c(C(=O)NCCc3c[nH]c4ccccc34)c2-c2ccc(C(F)(F)F)cc2)cc1 | -45%
CCOC(=O)[C@]12CCC=C1N(Cc1ccc(Cl)cc1Cl)C(=O)[C@H](CC(=O)NCc1ccc(C)o1)C2 | -24%
COc1cccc(-c2cnc3c(NC(C)=O)cc(-c4ccc(OC)c(OC)c4)cn23)c1 | -4%
NC(c1ccncc1)c1ccc(Cl)cc1 (stereo not drawn) | -25%
Cc1ccccc1C(=O)N1CCC[C@@H]1C(=O)N1CCC[C@H]1C(=O)NCc1ccncc1 | 16%
COc1cc(C=C2NC(=O)NC2=O)ccc1O | 24%
CC1(C(=O)NCc2cccc3ccccc23)CCN1Cc1ccc(-c2ccccc2)o1 (stereo not drawn) | -19%
O=C(CCNC(=O)c1ccccc1Cl)Nc1ccc2c(c1)OCCO2 | 82%
FC(F)(F)c1cccc(N2CCCCC2)c1 | 11%
CC(C)c1ccccc1NC(=O)Nc1nnc([C@H]2C[C@H](O)[C@@H](CO)O2)s1 | 0%
CC1OC(CCc2cccc(Cl)c2)Cc2[nH]c(=S)[nH]c(=O)c21 (stereo not drawn) | 11%
CC(C)(C)c1ccc(C(O)c2ncc(-c3ccccc3F)[nH]2)cc1 (stereo not drawn) | 0%
CCN(CC(=O)Nc1ccccc1C(F)(F)F)CC(=O)c1[nH]c(C)c(C(C)=O)c1C | -48%
CCC(=O)N(C)C[C@H]1Oc2cc(Br)ccc2S(=O)(=O)N([C@@H](C)CO)C[C@H]1C | 3%
Clc1ccc2c(ccc[n+]2CCc2ccccc2)c1 | -53%
COC(=O)c1cc(=O)nc(NN=Cc2ccco2)s1 | -31%
COc1ccc(CNC(=O)c2sc(=O)n(Cc3ccccc3OC)c2C)cc1 | 4%
CCCCCCCCCCN(CCCCCCCCCC)c1ccccc1 | -4%
CCCNC(=O)c1cc(C2CCCCN2S(=O)(=O)c2ccc(F)cc2F)on1 (stereo not drawn) | 5%
CC(C)(C)c1ccc(CC(=O)N2CCC2(C)C(=O)NS(=O)(=O)c2cccc(Cl)c2)cc1 (stereo not drawn) | 18%
COc1ccc(NC(=O)N(C)C[C@@H]2OCc3cn(nn3)CCCC(=O)N([C@@H](C)CO)C[C@H]2C)cc1 | 13%
CC(C)NC(=O)N1Cc2cc(C(=O)NCC(F)(F)F)nc(-c3cccc(-c4cc5ccccc5o4)c3)c2[C@@H]1CCO | 0%
Cc1oc(-c2cccs2)cc1C(=O)N1CCCC(C)(C(=O)O)C1 (stereo not drawn) | 4%
CC1(Cc2ccccc2Cl)C(=O)Nc2c(Cl)cccc21 (stereo not drawn) | 0%
O=C(CCNC(=O)N1CC(=O)Nc2ccccc21)NCc1ccc(Cl)cc1 | -4%
O=C1NC[C@H](CCCCN2CCN(CCc3ccccc3)C(=O)C2=O)N(CCc2ccc(O)cc2)C1=O | 0%
O=C1c2ccccc2C(=Cc2cccnc2)c2ccccc21 | 1%
CC1(Oc2cnc(Cl)c3ccccc23)CCN(Cc2ccc(-c3ccccn3)cc2)C1 (stereo not drawn) | -10%
COc1ccc(OC)c(NC(=O)Nc2nnc([C@H]3C[C@H](O)[C@@H](CO)O3)s2)c1 | -9%
CC(C)Cc1nnc(NS(=O)(=O)c2ccccc2)s1 | -11%
O=C(NC(=S)N1CCN(c2ccc(F)cc2)CC1)c1ccccc1 | -11%
CC1(C(=O)Nc2cnc3ccccc3c2)CCN1CCOc1ccccc1 (stereo not drawn) | 3%
CC(C)(C)C1CCN2CCC[C@](c3ccccc3)(C1)[C@@]21CO1 (stereo partly drawn) | -1%
CCc1nc2ccc(C(=O)Nc3ccc(NC(C)=O)cc3)cn2c1N(C)CCC(C)C | 0%
CCCCCC(=O)N1C[C@H](n2cc(-c3ccc(F)cc3)nn2)[C@@H](O)C[C@@H]1c1ccc(OC)cc1 | -25%
Cc1ccc(S(=O)(=O)NC(C)C(=O)OCC(=O)Nc2sccc2C(N)=O)cc1 (stereo not drawn) | 1%
O=C(O)c1ccccc1-c1ccccc1C(=O)Nc1ccc2c(c1)oc(=O)c1ccccc12 | 3%
CC1(C(=O)NCCc2ccccc2)Cc2c(-c3ccc4c(c3)OCO4)ccnc2O1 (stereo not drawn) | 0%
C[C@H](CO)N1C[C@H](C)[C@@H](CN(C)C(=O)Cc2ccccc2)OCCCC[C@H](C)Oc2ccc(NC(=O)NC3CCCCC3)cc2C1=O | -31%
CC(=O)Nc1ccc(C(=O)OCC(=O)NC(=O)NCc2ccccc2)cc1 | 5%
O=C(CSc1ccccn1)NC1CCCc2c1cnn2-c1ccccc1F (stereo not drawn) | 3%
More structures:
SMILES | BRCA1 expr act
Nc1ccn([C@@H]2O[C@H](CNCc3ccc(OCC(=O)Nc4nccs4)cc3)[C@@H](O)[C@H]2O)c(=O)n1 | 11%
CNc1ccc(-c2cccc(C(=O)N3CCOCC3)c2)cn1 | 0%
COc1cc2oc(=O)cc(CN3CCOCC3)c2cc1Cl | -5%
CC(C)(C)c1ccc(CC(=O)N2CCC2(C)C(=O)NS(=O)(=O)c2cccc(OC(F)F)c2)cc1 (stereo not drawn) | -10%
CCOC1=C2[C@@H](CN(S(=O)(=O)c3ccccc3C)[C@H]2c2ccc(Cl)cc2)[C@H]2C(=O)N(c3ccccc3)C(=O)[C@H]2C1 | -6%
Cc1ccc(CN2CCNC(=O)C2CC(=O)NCCCn2nnc3ccccc32)cc1 (stereo not drawn) | -12%
CS(=O)(=O)N(CC(=O)N1CCCC1)c1cccc(C(F)(F)F)c1 | -1%
CC1(C(=O)NS(=O)(=O)c2cccc(C#N)c2)CCN1C(=O)C/C=C/c1ccccc1 (stereo not drawn) | 5%
COc1ccccc1CNC(=O)C1(C)CCN1C(=O)C1(c2ccccc2)CC1 (stereo not drawn) | 0%
CCCCNC(=O)C1(C)CCN1C(=O)c1ccccc1Br (stereo not drawn) | 7%
CCc1ccc(S(=O)(=O)NCc2ccc(C(=O)NCCN(Cc3ccccc3)C(C)C)cc2)cc1 | -51%
NC(CCc1ccccc1)c1csc(NC(=O)Nc2cccc(Cl)c2)n1 (stereo not drawn) | -33%
CN(C)c1cccc(CNC(=O)c2csc(COCCO)n2)c1 | 0%
COc1ccc(C2Nc3ccccc3C(=O)N2Cc2ccccc2)cc1COc1ccc([N+](=O)[O-])c(C)c1 (stereo not drawn) | 0%
Cc1nn2c(=O)[nH]cnc2c1Cl | 0%
C[C@@H]1OC(C2CCCCC2)N(C)[C@H]2C[C@H]3c4[nH]c5ccccc5c4CCN3C[C@@H]12 (stereo partly drawn) | -17%
CC(=O)Nc1cc(-c2cccc(C(=O)N(C)C)c2)cn2c(-c3ccc(C(C)=O)cc3)cnc12 | -24%
Cc1ccc(S(=O)(=O)N2CCC(=O)N([C@H](CO)Cc3ccccc3)CC2)cc1 | -6%
CC1=C(C(=O)N(C)C)CC(CC(=O)NC(c2ccccc2)c2ccccc2)C(=O)N1Cc1ccccc1 (stereo not drawn) | 0%
CN=C1S/C(=C\c2cccn2-c2cccc(Br)c2)C(=O)N1C | -10%
O=C(C[C@H]1C[C@@H]2c3cc(NS(=O)(=O)c4ccccc4)ccc3O[C@@H]2[C@H](CO)O1)NC1CCCC1 | 10%
NC(c1csc(Nc2cc(NCCCO)ncn2)n1)c1ccccc1Cl (stereo not drawn) | -4%
CC(C)(C)c1ccc(C(=O)N2CCC2(C)C(=O)Nc2cccc(C#N)c2)cc1 (stereo not drawn) | -26%
COc1cc(CC(=O)C(=O)O)oc(=O)c1 | 1%

16 compounds from above, sorted by length of the SMILES, high to low.
SMILES | BRCA1 expr act
O=C(C[C@H]1C[C@@H]2c3cc(NS(=O)(=O)c4ccccc4)ccc3O[C@@H]2[C@H](CO)O1)NC1CCCC1 | 10%
COc1ccc(C2Nc3ccccc3C(=O)N2Cc2ccccc2)cc1COc1ccc([N+](=O)[O-])c(C)c1 (stereo not drawn) | 0%
CC1=C(C(=O)N(C)C)CC(CC(=O)NC(c2ccccc2)c2ccccc2)C(=O)N1Cc1ccccc1 (stereo not drawn) | 0%
CC(=O)Nc1cc(-c2cccc(C(=O)N(C)C)c2)cn2c(-c3ccc(C(C)=O)cc3)cnc12 | -24%
CCc1ccc(S(=O)(=O)NCc2ccc(C(=O)NCCN(Cc3ccccc3)C(C)C)cc2)cc1 | -51%
CC1(C(=O)NS(=O)(=O)c2cccc(C#N)c2)CCN1C(=O)C/C=C/c1ccccc1 (stereo not drawn) | 5%
Cc1ccc(S(=O)(=O)N2CCC(=O)N([C@H](CO)Cc3ccccc3)CC2)cc1 | -6%
CC(C)(C)c1ccc(C(=O)N2CCC2(C)C(=O)Nc2cccc(C#N)c2)cc1 (stereo not drawn) | -26%
Cc1ccc(CN2CCNC(=O)C2CC(=O)NCCCn2nnc3ccccc32)cc1 (stereo not drawn) | -12%
CS(=O)(=O)N(CC(=O)N1CCCC1)c1cccc(C(F)(F)F)c1 | -1%
NC(CCc1ccccc1)c1csc(NC(=O)Nc2cccc(Cl)c2)n1 (stereo not drawn) | -33%
NC(c1csc(Nc2cc(NCCCO)ncn2)n1)c1ccccc1Cl (stereo not drawn) | -4%
CN(C)c1cccc(CNC(=O)c2csc(COCCO)n2)c1 | 0%
CCCCNC(=O)C1(C)CCN1C(=O)c1ccccc1Br (stereo not drawn) | 7%
COc1cc(CC(=O)C(=O)O)oc(=O)c1 | 1%
Cc1nn2c(=O)[nH]cnc2c1Cl | 0%

Remaining list, next part
SMILES | BRCA1 expr act
CCCC(=O)N1CCCC1(C)C(=O)Nc1ccc2cn[nH]c2c1 (stereo not drawn) | -5%
CN(C)C(=S)Oc1ccccc1C1(C)OCCO1 | 0%
CN(CC(=O)C(C(N)=O)c1ccccc1)c1ccccc1 (stereo not drawn) | -23%
C[C@H](NC(=O)c1nc[nH]c1C(=O)N(C)CCO)c1ccccc1 | 20%
Cc1noc(C)c1S(=O)(=O)N(C)C[C@H]1OCCCC[C@H](C)Oc2ccc(NC(=O)CCCN(C)C)cc2C(=O)N([C@H](C)CO)C[C@@H]1C | -1%
COc1cc(C=NNc2ccccc2[N+](=O)[O-])cc(OC)c1OC | 10%
O=c1[nH][nH]c2c1[C@H](c1ccccc1)O[C@H](C1CCCCC1)C2 | 8%
COc1cccc(NC(=O)Nc2nnc([C@H]3C[C@H](O)[C@@H](CO)O3)s2)c1 | 5%
Cc1cc2nc(-c3ccccc3)c(Cc3ccccc3)n2c(C)c1Br | -6%
CN(C)CCNC(=O)c1cccc(-c2cnc3c(NC=O)cc(-c4cccs4)cn23)c1 | -3%
CCOC(=O)C1=CCN(S(=O)(=O)c2ccccc2F)C1c1ccccc1 (stereo not drawn) | -11%
C=C1C(=O)[C@]23C[C@H]1CCC2[C@]1(C)CCC[C@@](C)(C(=O)O)C1C[C@@H]3O (stereo partly drawn) | -76%
O=C(c1[nH]c(C(F)(F)F)nc1-c1ccccc1)N1CCN(c2ccncc2)CC1 | 3%
NS(=O)(=O)c1ccc(NCc2cnc3ccccc3c2)cc1 | 0%
Cc1ccc(NC2CCCN(C(=O)c3nonc3C)C2)cc1C (stereo not drawn) | -3%
CCOC(=O)N1CCN(C(=O)C[C@@H]2C[C@@]3(C(=O)OC)CCCCC=C3N(Cc3cccc4ccccc34)C2=O)CC1 | 0%
C[C@H]1CNC(=O)c2c(C(=O)N[C@@H](Cc3c[nH]c4ccccc34)C(=O)OC(C)(C)C)ncn21 | -7%
CC(C)C[C@H]1CN(CCCC[C@H]2CNC(=O)C(=O)N2Cc2ccccc2)C(=O)C(=O)N1CCc1ccc(O)cc1 | 2%
O=C(NCc1ccc(F)cc1)c1cc(C2CCCCN2S(=O)(=O)c2cccs2)on1 (stereo not drawn) | -15%
Cc1cc(=O)oc2cc(OC(C)C(=O)N3CCOCC3)c(Cl)cc12 (stereo not drawn) | 1%

These rows are one share of the data; the hit share may differ from the screen's.
